# 14-3-3g Raf: modulators of 14-3-3 gamma protein binding, primary screen, biochemical, fluorescence polarization. 0.19% of 160,000 active. AID 422, 2006. inhibition, % at 40 µM. 14-3-3 protein gamma (Homo sapiens), P61981. FP, 14-3-3gamma / TMR-pS259-Raf peptide binding; in the data active means inhibition above about 30%;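 further: 0% = protein plus tracer without compound and 100% = blank with tracer alone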
# Target sequence (P61981 whole entry, looked up): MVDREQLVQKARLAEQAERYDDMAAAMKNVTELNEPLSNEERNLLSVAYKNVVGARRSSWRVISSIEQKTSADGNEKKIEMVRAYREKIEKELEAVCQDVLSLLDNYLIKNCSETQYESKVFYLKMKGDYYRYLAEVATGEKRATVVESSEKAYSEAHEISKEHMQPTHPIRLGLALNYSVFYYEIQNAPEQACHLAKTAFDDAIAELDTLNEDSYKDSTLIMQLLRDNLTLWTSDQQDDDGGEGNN
# Numbers without * were called inactive; & = joins results of further samples. The list is partial; count on the stated rates, not on these rows.
14-3-3g Raf,compound
1,CC(=O)Nc1cc(C(=O)NCc2ccco2)ccc1Sc1ccc(C)cc1
-1,Cc1cc(C)c(NC(=O)Cn2c(=O)n(-c3ccccc3)c(=O)c3c(C)c(C(=O)N(C)C)sc32)c(C)c1
-4,O=C(c1ccccc1)N1c2ccccc2-c2ccccc2S1(=O)=O
1,Cc1ccc(-c2csc(NC(=O)CSc3nc4ccccc4o3)n2)cc1
-2,COc1nc(NCCc2ccc(OC)c(OC)c2)nc(OC)n1
-14,N#C/C(=C(/O)CN1CCOCC1)c1nc(-c2ccccc2)cs1
-7&-1,Cc1cccn2c(=O)c3cc(C(=O)NC4CCCC4)c(=N)n(C4CCCC4)c3nc12
4,O=C(O)CCCC(=O)Nc1nc(C23CC4CC(CC(C4)C2)C3)cs1
-6,CN1CCCN(CC(O)COCc2cccs2)CC1 (centres undefined)
11,O=c1c2ccccc2c(-c2ccccc2)nn1-c1cc(Cl)ccc1[N+](=O)[O-]
-10,O=C(Nc1ccc(S(=O)(=O)Nc2nccs2)cc1)c1ccncc1
1,O=C(Nc1nc2ccc([N+](=O)[O-])cc2s1)c1ccc(Br)cc1
4,CCCCCCNC(=O)CCNC(=O)c1cc(OC)c(OC)c(OC)c1
-2,Cc1ccc(-c2ccc(CCC(=O)O)n2NC(=O)c2cccs2)cc1
-4,O=C1NC2(O)C(=O)c3ccccc3C2(O)N1c1ccccc1 (centres undefined)
-2,Cc1ccccc1OCC(=O)Nc1ccc2c(c1)oc1ccccc12
4,CCCn1c(C=Cc2ccccc2)nc2ccccc21
4,O=C(CCCn1c2ccccc2c(=O)c2ccccc21)Nc1ccc2c(c1)OCCO2
-5,O=c1c(-c2ccc(Cl)cc2)coc2cc(OCc3ccc(F)cc3)ccc12
0,CCOC(=O)c1ccc(N2C(=S)NC3c4cccc(OC)c4OC2(C)C3C)cc1 (centres undefined)
2,COc1ccc(C(=O)CC(C)=O)cc1
-1,COc1cc(C2Nc3ccc4ccccc4c3C3=C2C(=O)CCC3)ccc1OC(C)=O (centres undefined)
2,CCOC(=O)CN1CC23C=CC(O2)C(C(=O)Nc2ccc(OCC)cc2)C3C1=O (centres undefined)
0,Cc1cccc(C(=O)Nc2c3c(nn2C(C)(C)C)CS(=O)(=O)C3)c1
-3,CC1(C)Cc2nc(NCc3ccccc3)c(C#N)cc2CO1
-4,COc1ccc(CN2CCN(Cc3ccco3)CC2)cc1Br
0,CSc1cccc(NC(=O)CCc2nc(-c3ccccc3F)no2)c1
-4,Cc1ccc(C2C(=O)N(C3CCCC3)CC(=O)N2CCc2ccc(Cl)cc2)cc1 (centres undefined)
-1,CCN(C1CCS(=O)(=O)C1)S(=O)(=O)c1cccs1 (centres undefined)
7,CCCCNC(=O)C1CCN(c2nc3ccc(OC)cc3s2)CC1
-1,COCCN1CCn2c(nc3cc(NC(=O)NC4CCCCC4)ccc32)C1
4,O=C(NCc1ccccn1)C1CCC(=O)N1C1CCCCC1 (centres undefined)
-5,Cc1ccc(C(C(=O)NC2CCCCC2)N(Cc2cccnc2)C(=O)C2COc3ccccc3O2)o1 (centres undefined)
-10,COC(=O)C1=C(N)Oc2cc(C)[nH]c(=O)c2C1c1cc(OC)c(OC)c(OC)c1 (centres undefined)
0,COc1ccc(C2CC(C(F)(F)F)n3nc(C(=O)Nc4cccc(C)c4C)cc3N2)cc1 (centres undefined)
-3,N#CC1=C(SCC(=O)Nc2cccc3cccnc23)NC(=O)C(C#N)C12CCCCC2 (centres undefined)
-6,Cc1c(NC(=O)C(C)Oc2ccc(F)cc2)c(=O)n(-c2ccccc2)n1C (centres undefined)
-9,Nc1c(C(=O)Nc2cccnc2Cl)sc2nc3c(cc12)CCCC3
0,Cc1ccc2c(c1)N(C(C)C(=O)NCc1ccco1)C(=O)CO2 (centres undefined)
0,CC1CCN(C(=O)Cn2c(=O)n(Cc3ccccc3)c(=O)c3c4c(sc32)CCC4)CC1
-2,COc1ccc2cc3cc(C(=O)NCCCN4CCN(c5ccccc5F)CC4)sc3nc2c1
-2,Clc1ccc(-c2onc3ccc(I)cc23)cc1
-2,Cn1ccnc1SCC(=O)Nc1ccccc1Oc1ccccc1
3,CC(=O)Nc1ccc(S(=O)(=O)NC2CCC(C(=O)O)CC2)cc1 (centres undefined)
-38,CCN(CC)c1ccc2cc(-c3nc(-c4ccccc4)n[nH]3)c(=O)oc2c1
1,O=C(Nc1ccc(Cl)cc1F)C1CCN(S(=O)(=O)c2cccnc2)CC1
1,CCN(CC)C1=C(C(=O)c2ccccc2)N(CC(N)=O)S(=O)(=O)c2ccccc21
-2,CS(=O)(=O)Nc1ccc(C2=NN(C(=O)c3ccccc3)C(c3cccs3)C2)cc1 (centres undefined)
-33,CC(C)(C)C(=O)C1C(c2cccc3ccccc23)C(C#N)(C#N)C2c3ccccc3C=CN12 (centres undefined)
4,O=C1c2cccnc2C(=O)N1c1cccc(-c2nc3ccccc3c(=O)o2)c1
-6,CCCCC1=NN(C(=O)c2ccc(Cl)cc2)C(O)(C(F)(F)F)C1 (centres undefined)
2,Cc1nc([N+](=O)[O-])cn1CC(=O)NCCCO
-11,Cc1ccc2c(CC(=O)Nc3sccc3C(N)=O)coc2c1
0,CCCNC(=O)c1ccc(CNc2c(N3CCC(C(=O)OCC)CC3)c(=O)c2=O)cc1
-1,CC(=O)Nc1ccc(CN2CCN(c3cccc(C(F)(F)F)c3)CC2)cc1
-11,O=C(Nc1cccc2c(-c3ccccc3)ccnc12)C1CC1
-23,COc1ccccc1CNC(=O)c1cc2cc3ccc(C)cc3nc2s1
-5,CCc1cccc(C)c1NC(=O)CCS(=O)(=O)c1ccc(Br)s1
-7,Cc1cc(Oc2ccccc2F)c(F)cc1[N+](=O)[O-]
0,C=CCn1c(SCC(=O)NCc2cccnc2)nc2sc(C)c(C)c2c1=O

# Shown bar-delimited: 2 of the compounds above.
smiles | 14-3-3g Raf
O=c1c2ccccc2c(-c2ccccc2)nn1-c1cc(Cl)ccc1[N+](=O)[O-] | 11
O=C(Nc1ccc(S(=O)(=O)Nc2nccs2)cc1)c1ccncc1 | -10

# 3 compounds out of the list, ordered by length of the SMILES, rising.
14-3-3g Raf,compound
-2,Clc1ccc(-c2onc3ccc(I)cc23)cc1
-5,CCc1cccc(C)c1NC(=O)CCS(=O)(=O)c1ccc(Br)s1
-38,CCN(CC)c1ccc2cc(-c3nc(-c4ccccc4)n[nH]3)c(=O)oc2c1

# (cont.)
14-3-3g Raf,compound
-2,O=[N+]([O-])c1ccc(NCCCNS(=O)(=O)c2ccc3ccccc3c2)c(Cl)c1
2,NC(=O)CN1CCN(CC(=O)Nc2ccc(F)cc2)CC1
-6,Cn1cccc1-c1nc2ccc(NC(=O)c3ccco3)cc2[nH]1
-10,Cc1ccc(NS(=O)(=O)c2ccc([N+](=O)[O-])cc2)cc1[N+](=O)[O-]
-6,Cc1nc2sc3c(c2c2nnc(SCC(=O)c4ccccc4)n12)CCCC3
0,Cc1ccc(C)c2c1NS(=O)(=O)c1ccccc1-2
2,CCOC(=O)CN(Cc1cccs1)S(=O)(=O)c1ccc(Br)cc1
1,Cc1cc(NC(=O)c2ccccc2Oc2ccccc2)no1
0,O=C1c2ccccc2C(Nc2ccc(S(=O)(=O)N3CCCCCC3)cc2)N1Cc1ccco1 (centres undefined)
-22,CCOc1ccc(S(=O)(=O)N(C(=O)c2ccc(C)cc2)c2ccc3oc(C)c(C(C)=O)c3c2)cc1
-6,O=C(Cn1c2ccccc2c(=O)c2ccccc21)Nc1ccccc1Cl
2&4,CNc1oc(C)nc1S(=O)(=O)c1ccc(C)cc1
-3,COc1ccc(-n2c(=S)[nH]c3cc(C(=O)NC4CCCC(C)C4C)ccc3c2=O)c(OC)c1 (centres undefined)
1&-4,Cn1c(=O)cc(NCc2ccccc2)[nH]c1=O
0,CN(c1cc(=O)n2ccccc2n1)C1CCCCC1
-4,COCCN1Cc2cccc(C(=O)NCc3ccc4c(c3)OCO4)c2C1=O
-4,Cc1ccc(CNC(=O)Cn2c(=O)n(-c3ccc(C)c(F)c3)c(=O)c3sccc32)cc1
-6,Cc1ccc(N2C(=O)C3C(c4ccccc4Cl)OC4(C(=O)c5ccccc5C4=O)C3C2=O)cc1C (centres undefined)
4,COc1ccc(C2C=C(c3cccnc3)Nc3ncnn32)c(OC)c1OC (centres undefined)
-4,Cc1ccc(C(=O)CSc2nnc3c(n2)[nH]c2ccccc23)cc1

# Six entries out of the list above, arranged by their value in 14-3-3g Raf, descending:
14-3-3g Raf,compound
2,NC(=O)CN1CCN(CC(=O)Nc2ccc(F)cc2)CC1
1,Cc1cc(NC(=O)c2ccccc2Oc2ccccc2)no1
0,Cc1ccc(C)c2c1NS(=O)(=O)c1ccccc1-2
-4,COCCN1Cc2cccc(C(=O)NCc3ccc4c(c3)OCO4)c2C1=O
-6,O=C(Cn1c2ccccc2c(=O)c2ccccc21)Nc1ccccc1Cl
-10,Cc1ccc(NS(=O)(=O)c2ccc([N+](=O)[O-])cc2)cc1[N+](=O)[O-]

# Other entries follow.
14-3-3g Raf,compound
1,Cc1nc(NCc2ccco2)nc2c1C(=O)CC(C)C2 (centres undefined)
-20,Cc1cc([N+](=O)[O-])nn1CCCC(=O)Nc1ccc2c(c1)OCO2
-5,Cc1ccc(Cc2ccc(-c3nc(=S)[nH][nH]3)o2)cc1
-21,CCCn1c(C)nc2c(c1=O)c1nc3ccccc3nc1n2-c1ccc2c(c1)OCCO2
6,COc1ccc(-c2nnc(SCC(=O)Nc3nccs3)o2)cc1
-36,COc1ccccc1NC(=O)CSc1oc(-c2ccco2)nc1S(=O)(=O)c1ccccc1
5,Cc1ccc(-c2nc(NC(=O)CSc3nnnn3-c3ccccc3)ns2)cc1
-5,Cc1ccc2c(c1)C(c1ccc(F)cc1)N(C(=O)c1cc3ccccc3oc1=O)CC(=O)N2 (centres undefined)
-2,CC12CC(NC(=O)N1c1cccc(C(=O)NCc3cccs3)c1)c1ccccc1O2 (centres undefined)
-6,Cc1nc2oc3c(NCc4ccccc4)ncnc3c2c2c1COC(C)(C)C2
-1,CCc1nc(SCC(=O)Nc2ccc(OC)cc2)c(C#N)cc1C
4&-1,COC(=O)CN1C(=O)CC(C)(C)Sc2ccccc21
-6,Nc1ccc(-c2cnc(-c3ccc(N)cc3)nc2)cc1
0,Cc1cc(C)c(C=Cc2cc(C(F)(F)F)[nH]c(=O)n2)cc1C
-5,Cc1ccc(-n2nc3c(c2NC(=O)Cc2ccccc2)CSC3)cc1
-5,O=C(Nc1cccc(Cl)c1)C1C2C=CC3(O2)C1C(=O)N(CCN1CCOCC1)C3C(=O)NC1CCCCC1 (centres undefined)
-2,Cc1cccc(C(=O)N2CCN(CC=Cc3ccccc3)CC2)c1
-6,Fc1ccc(-c2cc(C(F)(F)F)nc(N3CCCC3)n2)cc1
-2,Cn1c(SCC(=O)N2CCOCC2)nc2cccnc21
2,CCOC(=O)Cc1nnc(Nc2cccc(O)c2)c2ccccc12
12,COc1ccc(C(=O)Nc2cccc(N(C)S(C)(=O)=O)c2)cc1OC
3,Cc1ccccc1C(=O)NCCn1ccc2ccccc21
-12,Cc1c(Cl)cccc1N1C(=O)CC(N(O)c2ccccc2)C1=O (centres undefined)
-6,COc1ccccc1N1CCN(C(=O)Cn2nnc(-c3cccs3)n2)CC1
3,COc1ccc2nc(SCC(=O)Nc3cc(Cl)ccc3OC)[nH]c2c1
-3,Cc1cc(C)n(-c2nc3ccccc3c(=O)n2OCC(=O)Nc2c(C)cccc2C)n1
-37,Cc1sc(NC(=O)c2ccc(C(C)(C)C)cc2)c(C#N)c1C
0,Fc1ccc(CNc2ncnc3ccccc23)cc1
-1,Cc1nc2nc(COc3ccccc3)[nH]n2c(=O)c1Cc1ccccc1
11,COCCNc1nc(SCc2cc(F)cc3c2OCOC3)nc2ccccc12
10,Cc1ccc(C(=O)CSc2n[nH]c(-c3ccncc3)n2)cc1
-2,O=[N+]([O-])c1ccc(N2CCN(c3ccc([N+](=O)[O-])cc3Cl)CC2)c(Cl)c1
-9,COc1cc(C=Nc2ccc(C)c([N+](=O)[O-])c2)ccc1OC(C)=O
14,CC1=C(C(=O)OC2CCCC2)C(c2cccc(F)c2)C2=C(CC(c3ccccc3)CC2=O)N1 (centres undefined)
-11,CC1CCCCC1NC(=O)c1cnn2c(C(F)(F)F)cc(-c3cccs3)nc12 (centres undefined)
-6,COc1cc2nc(-c3ccc4c(c3)C(=O)N(c3ccccc3-c3ccccc3)C4=O)oc(=O)c2cc1OC
-25,CCOc1ccccc1C(=O)Nc1ccc(CC)cc1
7,COC(=O)CC1SC(=O)NC1=Nc1cccc(C)c1 (centres undefined)
-10&-15,CCOc1cc2[nH]c(=S)n(CCCN3CCCC3=O)c(=O)c2cc1OCC
-7,Cc1ccc2cc3cc(C(=O)N4CC(C)CC(C)C4)sc3nc2c1 (centres undefined)

# Some of the entries so far, comma-delimited:
Compound,14-3-3g Raf
CCOc1ccccc1C(=O)Nc1ccc(CC)cc1,-25
COC(=O)CC1SC(=O)NC1=Nc1cccc(C)c1 (centres undefined),7
CCOc1cc2[nH]c(=S)n(CCCN3CCCC3=O)c(=O)c2cc1OCC,-10&-15
Cc1ccc2cc3cc(C(=O)N4CC(C)CC(C)C4)sc3nc2c1 (centres undefined),-7

# Carrying on.
14-3-3g Raf,compound
-2,Cc1ccc(S(=O)(=O)c2cc3c(=O)n4cc(C)ccc4nc3n(CC3CCCO3)c2=N)cc1 (centres undefined)
-5,COc1ccc2cc3cc(C(=O)Nc4ccc(F)cc4)oc3nc2c1
-6,Cc1nc2ncnn2c(Nc2ccc3c(c2)OCO3)c1Cc1ccccc1
-6,Cc1nc2ccccc2c2oc(C(=O)NCCN3CCCCC3C)cc12 (centres undefined)
-7,CCOC(=O)c1c(N)c(C#N)cn1-c1ccccc1
5,Cc1ccc2[nH]c(=O)c(CNC(C)C)cc2c1
-10,CC(C)CCNC(=O)c1c[nH]c2ccc(S(=O)(=O)Nc3cccc(C(F)(F)F)c3)cc2c1=O
-5,Cc1ccc(-c2nc(N3CC(C)OC(C)C3)c3ccccc3n2)cc1 (centres undefined)
3,CCCCCOC(=O)c1ccc2c(c1)C(=O)N(c1ccc(C)cc1)C2=O
-6,CCOC(=S)SCc1cn2cccnc2n1
-4,OC(CNCc1ccco1)Cn1c2ccccc2c2ccccc21 (centres undefined)

# Screens deposited in PubChem by Emory University Molecular Libraries Screening Center.
